ASM inhibitor = human S-ASM enzyme inhibition; placental ASM, HMU-PC fluorogenic substrate, 60 min; actives 0.006% (n = 340,000); P17405; Potency, µM (highest dose often 57.5 µM), for inactives: at the highest dose activity change, negative = inhibition, usual class: inhibitors; AID 504937; also: potency is read from the fitted curve at half-maximal effect
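Steps: dispense placental human ASM, pin compound, wait 10 min at room temperature, add HMU-PC0 substrate at 9 uM final, incubate 60 min at 37 °C, add stop solution raising pH to 10, read fluorescence.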
MLL CXXC-DNA inh = MLL CXXC-DNA interaction inhibition; MLL-CXXC / FITC-HOXA9 DNA fluorescence polarization; AID 2662; Potency, µM (series often up to 115 µM), without a hit: at the top dose activity change, negative = inhibition, usual class: inhibitors; actives 0.037% (n = 290,000); active = well fitted inhibition curve with a large enough effect in the polarisation, with a control signal flat, not every such curve was filed as active; inconclusive = small, poorly fitted or top-dose-only effect, or effect the other way, or a change in a side signal; inactive = no such curve, though single readings can be large or run the other way; the % refers to the polarisation; also: potency is read from the fitted curve at half-maximal effect
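Fluorescence polarization: 7 uM MLL-CXXC (stock) preincubated 5 min with compounds, then 50 nM fluorescein-HOX-A9 DNA (stock) added; 30 min ambient. Buffer 50 mM Tris-HCl pH 7.5, 50 mM NaCl, 1 mM DTT, 0.05% BSA.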
MBNL1-CUG inh = blocks human MBNL1 binding to CUG repeat RNA; Q9NR56; TR-FRET MBNL1-His/biotin-(CUG)12 binding, 665/545 ratio; Potency, µM (series often up to 57.5 µM), for the others: at the highest dose activity change, negative = inhibition, most hits filed as inhibitors; actives 0.036% (n = 280,000); AID 2675; active = well fitted inhibition curve with a large enough effect in the signal ratio, with a control signal flat, not every such curve was filed as active; inconclusive = small, poorly fitted or top-dose-only effect, or effect the other way, or a change in a side signal; inactive = no such curve, though single readings can be large or run the other way; the % refers to the signal ratio; also: potency is read from the fitted curve at half-maximal effect; % is scaled to controls: 0 for no effect and ±100 for the full control effect
Target sequence (Q9NR56 whole entry, looked up): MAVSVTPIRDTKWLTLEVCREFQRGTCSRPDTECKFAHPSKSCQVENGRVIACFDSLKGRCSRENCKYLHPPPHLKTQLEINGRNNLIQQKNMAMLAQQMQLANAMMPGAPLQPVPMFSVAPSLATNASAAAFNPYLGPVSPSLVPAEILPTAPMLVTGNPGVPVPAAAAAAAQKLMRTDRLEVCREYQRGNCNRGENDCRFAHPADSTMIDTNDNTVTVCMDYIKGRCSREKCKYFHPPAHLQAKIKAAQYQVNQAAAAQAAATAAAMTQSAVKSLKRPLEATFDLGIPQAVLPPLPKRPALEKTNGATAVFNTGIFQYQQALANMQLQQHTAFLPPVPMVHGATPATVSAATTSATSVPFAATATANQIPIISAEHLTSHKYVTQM
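Compound titration spanned 92 nM–58 uM against the MBNL1-His/biotin-(CUG)12 complex. After 60 min at room temperature with 5 nM streptavidin-XL665 and 0.055 ng/ul terbium anti-His, ratiometric 665/545 nm emission (Ex 340 nm) normalized to controls.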
Mito fusion yeast = blocks mitochondrial division or promotes mitochondrial fusion. AID 485298. actives 0.23% (n = 320,000). S. cerevisiae fusion-defective mutant growth rescue, CellTiterGlo 48 h. Potency, µM (highest dose often 46.1 µM), inactives show at the highest dose growth rescue (activation), usual class: activators;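 also: potency is read from the fitted curve at half-maximal effect; % of control where 0% means no effect; nearly all actives have a fitted effect of over 45% in size; temperature-sensitive fusion mutants such as fzo1-1 at 37 °C on non-fermentable ethanol glycerol medium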
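Growth-rescue viability read-out: after 48 h at the non-permissive 37C in glycerol/ethanol YPEG, yeast mitochondrial fusion mutants are measured by CellTiterGlo luminescence; compounds (23 nl pinned per well) restoring growth score as division inhibitors or fusion activators.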
TCR activator = T cell receptor activation; primary human leukocytes, anti-CD3, IL-2 HTRF, 48 h; AID 504894; Potency, µM (series often up to 9.22 µM), inactives show at the highest dose activation of IL-2 secretion, most hits filed as activators; 330,000 tested, under 10 active; also: % of control where 0% means no effect
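TCR engagement came from a-CD3 beads alone, with compounds added to primary human leukocytes for 48 hr. Secreted IL-2 bridged europium cryptate- and d2-labelled anti-IL-2 antibodies, giving FRET emission at 665nm after 320nm excitation.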
TSG101-PTAP inh = blocks PTAP/TSG101 interaction to inhibit HIV-1 budding. 340,000 tested, under 10 active. Fluorescence polarization, FITC-PTAP peptide / Tsg101 binding. Q99816. Potency, µM (doses to about 115 µM), for inactives: at the highest dose activity change, negative = inhibition, actives largely listed as inhibitors; active = well fitted inhibition curve with a large enough effect in the main read-out, with a control signal flat, not every such curve was filed as active; inconclusive = small, poorly fitted or top-dose-only effect, or effect the other way, or a change in a side signal; inactive = no such curve, though single readings can be large or run the other way; also: potency is read from the fitted curve at half-maximal effect; % of control where 0% means no effect
Target sequence (Q99816 whole entry, looked up): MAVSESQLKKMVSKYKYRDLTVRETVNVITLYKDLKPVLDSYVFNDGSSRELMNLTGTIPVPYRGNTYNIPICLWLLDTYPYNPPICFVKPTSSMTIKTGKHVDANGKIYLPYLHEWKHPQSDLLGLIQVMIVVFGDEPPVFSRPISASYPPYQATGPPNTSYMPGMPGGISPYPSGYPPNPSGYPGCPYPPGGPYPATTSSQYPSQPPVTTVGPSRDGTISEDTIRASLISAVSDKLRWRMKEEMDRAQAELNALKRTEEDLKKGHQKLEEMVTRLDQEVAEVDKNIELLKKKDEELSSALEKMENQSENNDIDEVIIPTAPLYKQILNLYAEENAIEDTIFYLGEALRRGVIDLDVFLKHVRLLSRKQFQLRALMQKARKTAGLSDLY
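Fluorescence anisotropy tracks displacement of a FITC-tagged PTAP peptide (50 nM) from the Tsg101 binding domain (10 uM), following a 20 min room-temperature incubation at pH 7.5.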
A-T KAP1 phos = potential ataxia-telangiectasia treatment | […] A-T fibroblasts, KAP-1 phosphorylation AlphaLISA; neocarzinostatin DNA damage 30 min before lysis | AID 485349 | actives 0.19% (n = 320,000) | Potency, µM (titrated, usually from 57.5 µM), inactives show at the highest dose activation, actives largely listed as activators; also: potency is read from the fitted curve at half-maximal effect; % of control where 0% means no effect; nearly all actives have a fitted effect of over 45% in size
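ATM-like activity read as KAP-1 phosphorylation via AlphaLISA donor/acceptor antibody pairs after lysis and 6 hr at 25C. Cells were ATM-null patient fibroblasts ([…], hTERT), dosed 60 min, then exposed to the DSB inducer NCS for 30 min.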
TSHR antagonist = blocks TSH signaling through the human TSH receptor | activity change, negative = inhibition, % at 11.5 µM | AID 504810 | P16473 | actives 0.2% (n = 330,000) | TSHR-expressing cells, TSH-stimulated cAMP HTRF, 2 h; active compounds read low;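 active = activity change below a set negative limit, meaning inhibition stronger than a set level, cut at about -70% in these data; inconclusive = activity change between two set negative limits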; also: % is scaled to controls: 0 for no effect and ±100 for the full control effect
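Freshly harvested TSHR cells receive pin-tooled compound, then EC80 TSH at 4nM final. After 2 hours at 37 deg C, antibody in lysis buffer and cAMP-d2 are added; 30 minutes at ambient temperature precede the HTRF read.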
Integrin act MD = activates integrin-mediated alleviation for muscular dystrophy. Potency, µM (series often up to 38.3 µM), inactives show at the highest dose activation, actives largely listed as activators. alpha7betagal myoblasts, beta-gal FDG fluorescence, 48 h. actives 0.064% (n = 350,000). AID 624291;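 also: potency is read from the fitted curve at half-maximal effect; 100% = response of the positive control SU9516; nearly all actives have a fitted effect of over 60% in size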
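Alpha7betagal+/- myoblasts (passage 13) were plated 16-24 hr, then exposed to compounds (1:260 dilution of DMSO stock) for 48 hours at 37C. After MPER lysis, β-galactosidase reporter activity was read as FDG fluorescence (ex 480/em 540) after 30 minutes.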
Menin MLL FP TR = inhibitors of human menin-MLL interaction, mutant MLL peptide; AID 1768; Potency, µM (top dose mostly 61.6 µM), without a hit: top-dose FP activity change, negative = inhibition, actives largely listed as inhibitors; actives 0.23% (n = 270,000); Menin + Texas Red MLL mutant peptide, fluorescence polarization; O00255; active = well fitted inhibition curve with a large enough effect in the polarisation, with a control signal flat, not every such curve was filed as active; inconclusive = small, poorly fitted or top-dose-only effect, or effect the other way, or a change in a side signal; inactive = no such curve, though single readings can be large or run the other way; the % refers to the polarisation; also: potency is read from the fitted curve at half-maximal effect; % of control where 0% means no effect; many of its hits are not listed in these tables
* = called active by the depositor; ? = inconclusive; nt = no result given; & = joins results of further samples; [ ] = remark or other dose. Unless noted, calls follow the shape of the dose curve; as a rule, active = well fitted curve in the direction sought with a large enough effect; inconclusive = small, poorly fitted or top-dose-only effect, or another doubt; inactive = no such curve, though single readings can be large; an effect the other way counts as inactive or inconclusive.

SMILES | ASM inhibitor | MLL CXXC-DNA inh | MBNL1-CUG inh | Mito fusion yeast | TCR activator | TSG101-PTAP inh | A-T KAP1 phos | TSHR antagonist | Integrin act MD | Menin MLL FP TR
CCOC(=O)CCc1c(C)nc2cc(C3CCCN(C(=O)OC(C)(C)C)C3)[nH]n2c1=O (stereo not drawn) | -2% | 3% | 2% | -3% | 2% | -4% | -1% | 9 | -24% | -24%
O=C(O)c1cc(-c2ccccc2)nc2ccccc12 | 0% | -4%&7% | ? | -4%&-7% | 0% | 0% | -6% | 0&0 | nt | 2%&4%&9%
Cc1ccc(-n2nnnc2CNC(=O)c2ccc(Br)o2)cc1C | 3% | 29% | -3% | 0% | 0% | -5% | -2% | -2 | -14% | 3%
CCn1cc(/C=C(\NC(=O)c2ccccc2F)C(=O)NCCN2CCOCC2)c2ccccc21 | 0% | 6% | 6% | -1% | -2% | -6% | -4% | -8 | 8% | -26%
Cc1cc(C(=O)COC(=O)c2cccc(NS(C)(=O)=O)c2)c(C)n1CC1CCCO1 (stereo not drawn) | -3% | nt | nt | nt | 3% | -1% | -4% | nt | -24% | nt
O=C(NNc1cc(Cl)ccc1Cl)c1c(F)cccc1Cl | 0% | 1% | nt | 14% | 0% | -4% | 4% | -7 | 16% | nt
CC(=O)NC12CC3CC(C1)CC(C(=O)N(C)CC(=O)Nc1ccccc1Cl)(C3)C2 | 7% | nt | nt | -1% | 3% | 0% | -12% | nt | 0% | nt
NC(=O)[C@@H]1CC2(CC(c3cccc(NC(=O)CC(c4ccccc4)c4ccccc4)c3)=NO2)CN1C(=O)[C@@H]1CCC(=O)N1 (stereo partly drawn) | -6% | 1% | -7% | -10% | -3% | 0% | -13% | 6 | 32% | nt
COC(=O)[C@@H](Cc1c[nH]c2ccccc12)NC(=O)CCC(=O)c1ccc(Br)cc1 | -5% | -2% | 3% | 2% | -5% | -4% | -12% | -9 | -2% | 37%[activator]
O=C1c2ccccc2C(=O)N1CCc1nc2ccccc2c(=O)n1-c1ccccn1 | -1% | 0% | 13% | -1% | 5% | -2% | 0% | -1 | 4% | -7%
O=[N+]([O-])c1ccccc1CNCCCCO | 5% | nt | nt | -10% | 5% | -7% | 19% | -7 | -9% | nt
CSc1ccc(CN(C)C(=O)CNC(=O)CNS(=O)(=O)c2ccc(C)c(C)c2)cc1 | 0% | 5% | -3% | 10% | 0% | -6% | 0% | -4 | 5% | 3%
COc1ccc2nc(NCCO)[nH]c2c1 | 1% | -2% | 4% | -1% | 0% | 1% | -5% | 3 | ? | 7%
COCCNC(=O)CCCn1c(=O)c2cc(OC)c(OC)cc2n(CC(=O)c2cccc(OC)c2)c1=O | 5% | -9% | 11% | -6% | 1% | -8% | 0% | -10 | -16% | 7%
CSc1nc(-c2ccc(C)cc2)[nH]c1S(=O)(=O)c1ccccc1 | -5% | -9% | 8% | 5% | -7% | 2% | -3% | -1 | 24% | -7%
CCC(C)NC(=O)COc1ccc(Br)c(C)c1 (stereo not drawn) | 2% | -10% | 2% | 0% | 5% | -2% | 1% | 4 | 12% | 0%
CCOC(=O)c1ccc(Nc2nc(C)cc(C)c2C#N)cc1 | -3% | -11% | 4% | -6% | -5% | -9% | -4% | -3 | 28% | -13%
Cc1ccccc1C(=O)Oc1cccc2c(O)cccc12 | -8% | -8% | 3% | 0% | 0% | -3% | 31% | -5 | -42% | ?
OC(CCc1cccc(Cl)c1)c1cccs1 (stereo not drawn) | 0% | 38%[activator] | 0% | -2% | -1% | -5% | 5% | -7 | -22% | -1%
Cc1c(C(=O)N2CCOCC2)c(S(=O)(=O)Nc2ccc(C(C)C)cc2)c(C)n1C | 0% | -1% | -3% | -1% | -4% | -7% | 0% | -3 | ? | -12%
CCNc1ccc(S(=O)(=O)N(C)C)cc1NCC(=O)Nc1c(F)cccc1F | -1% | -2% | 1% | -2% | 4%[46.1 µM] | 0% | -3% | 0 | -20% | 19%
CC1CCN(c2c(NCC3CCC(C(=O)NCc4ccccc4Cl)CC3)c(=O)c2=O)CC1 (stereo not drawn) | -1% | -1% | 8% | 0% | 5% | -2% | 10% | -3 | -1% | -11%
CN(C)C(CNC(=O)c1ccc(S(=O)(=O)Nc2ccccc2F)cc1)c1ccco1 (stereo not drawn) | 40%[activator] | nt | nt | 5% | 3% | 0% | 6% | -6 | 15% | nt
Cc1cccc(NC(=S)NC23CN4CN(CN(C4)C2)C3)c1C | 4% | ? | -6% | 0% | 2% | 0% | 5% | 5 | -21% | 11%
CC(OC(=O)CCOc1ccccc1)C(=O)NC1CC1 (stereo not drawn) | -3% | nt | nt | 4% | 0% | -3% | -1% | -1 | 19% | nt
NC(=O)c1ccsc1NC(=O)C1CCCN1S(=O)(=O)c1ccc(Cl)cc1 (stereo not drawn) | 0% | 0% | 4% | 0% | -5% | 0% | -4% | 15 | 2% | 19%
Cc1ccc2cc(C)c(N3CCN(c4ccccn4)CC3)nc2c1 | -6% | 5% | -3% | 9% | 2% | -4% | 22% | -17 | 2% | -10%
CC(C)Cn1nc(NC(=O)C2CCCO2)c2cc3ccccc3nc21 (stereo not drawn) | nt | 1% | 24% | 10% | 2% | -5% | ? | 0 | -2% | -7%
CC(C)c1ccc(Nc2nnc(SC3CCOC3=O)s2)cc1 (stereo not drawn) | -1% | -4% | -11% | -7% | 1%[46.1 µM] | 0% | 9% | 0 | 10% | ?
COc1ccc(C(=O)NNC(=O)COC(=O)c2sccc2C)cc1 | -1% | nt | nt | -3% | nt | -2% | 3% | 10 | -23% | nt
CC(C(=O)Nc1ccccc1Br)c1ccc([N+](=O)[O-])cc1 (stereo not drawn) | -8% | 3% | 34%[activator] | 16% | 0%[46.1 µM] | -8% | 0% | -5 | 10% | -6%
COc1cccc(/C(C)=N/NC(=O)c2cc(-c3cccnc3)nc3ccccc23)c1 | -8% | -16% | 11% | 1% | -2%[46.1 µM] | -3% | 13% | 57 | 1% | 0%
COC(=O)C1=C(C(=O)OC)[C@@H]2N(C)c3ccc(OC)cc3[C@@]23C[C@@H](C(=O)OC)N(C(=O)COCc2ccccc2)C3=N1 | 2% | nt | nt | nt | 2% | 0% | nt | nt | 3% | -12%[11.7 µM]
O=C1CN(C(=O)c2cc3ccccc3oc2=O)C(c2ccccc2)c2cc(F)ccc2N1 (stereo not drawn) | -1% | 6% | -12% | -4% | 0% | -7% | -16% | 0 | 8% | 9%
CSCC[C@H](NC(=O)C1CCN(S(=O)(=O)c2ccc(C)cc2)CC1)C(=O)NC1CCS(=O)(=O)C1 (stereo partly drawn) | nt | -1% | -17%[11.5 µM] | -10% | -3%[46.1 µM] | 1% | -4% | -2 | -20% | -19%
COc1ccc(C2CC(C(F)(F)F)n3nc(C(=O)O)cc3N2)cc1 (stereo not drawn) | 1% | -3% | -10% | -1% | -4% | -3% | 7% | -1 | -21% | nt
CC(C)N1CCC(N2CCN(CCCc3ccccc3)CC2CCO)CC1 (stereo not drawn) | 3% | 18% | 2% | 0% | 2% | -8% | 2% | 3 | -62%[inhibitor] | ?
COC(=O)c1c(S(=O)(=O)NCc2ccccc2)sc(C(=O)O)c1C | 0% | -1% | -3% | -3% | 3% | -2% | -4% | 4 | 7% | -4%
CCc1nc(SCC(=O)c2ccccc2)c2ccccc2n1 | 0% | -6% | 5% | -2% | -2% | -4% | 2% | -2 | -32% | -8%
Cc1ccc(-c2nc(C(F)(F)F)cc(=O)[nH]2)cc1 | 1% | -12% | -26% | 1% | 0% | -4% | 3% | -2 | -2% | nt
CCN(C[C@H]1N[C@@](Cc2ccccc2)(C(=O)OC)[C@H]2C(=O)N(Cc3ccccc3)C(=O)[C@@H]12)C(=O)NC(C)C | 2% | nt | nt | nt | -5% | -2% | -1% | 1 | 7% | nt
CC(=O)c1c(-c2ccc(Cl)cc2)c2ccccc2[nH]c1=O | -2% | -11% | 1% | 20% | -12% | -6% | -2% | 13 | -9% | 4%
O=C(CSc1nn(-c2ccc(Cl)cc2)c(=S)s1)N1CCN(C(=O)c2ccco2)CC1 | -4% | 2% | 4% | 18% | -3% | 2% | -7% | -2 | 13% | 3%
O=C(O)c1ccccc1/C=N/Nc1nc(N2CCCCC2)nc(N2CCCCC2)n1 | nt | 2% | 3% | -12% | nt | nt | 1% | 2 | nt | 4%

Screening data deposited in PubChem by National Center for Advancing Translational Sciences (NCATS).

A portion of the library. The share of hits here may be higher or lower than overall.
